Assay outcomes as filed in PubChem BioAssay.
Jurkat tox 60K: reduces viability or proliferation of Jurkat cells; Jurkat E6.1 viability, ATP luminescence, 48 h; AID 463; 56,000 tested, 1.2% active; inhibition, % at 4 µM;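 active = inhibition above the mean inhibition of all tested compounds plus 3 SD, cut at about 28% in these data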
M1 antag: blocks the rat M1 muscarinic receptor response to acetylcholine; P08482; CHO-M1 cells, Fluo-4 calcium, ACh EC80 antagonist mode; stronger effect = lower value; B-score at 10 µM; 64,000 tested, 3.4% active;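 active = calcium fluorescence response, raw or row-and-column corrected B-score, differing from the plate sample mean either way at a set confidence level, mostly lower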
Target sequence (P08482 whole entry, looked up): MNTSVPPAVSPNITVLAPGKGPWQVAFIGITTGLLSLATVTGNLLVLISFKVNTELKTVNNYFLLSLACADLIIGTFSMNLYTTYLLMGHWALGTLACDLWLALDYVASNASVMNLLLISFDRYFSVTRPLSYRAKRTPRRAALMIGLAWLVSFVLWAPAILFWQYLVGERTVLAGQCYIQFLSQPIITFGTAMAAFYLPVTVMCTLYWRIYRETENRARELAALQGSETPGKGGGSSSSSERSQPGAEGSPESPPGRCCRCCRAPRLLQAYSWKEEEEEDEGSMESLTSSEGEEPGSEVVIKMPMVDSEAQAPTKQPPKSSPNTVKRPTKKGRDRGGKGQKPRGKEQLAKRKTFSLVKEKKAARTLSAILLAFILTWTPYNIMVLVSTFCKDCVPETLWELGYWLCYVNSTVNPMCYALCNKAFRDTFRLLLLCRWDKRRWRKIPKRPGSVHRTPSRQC
M1 ag: activates the M1 muscarinic receptor. 64,000 tested, 3% active. B-score at 10 µM. AID 626. CHO-M1 cells, Fluo-4 calcium fluorescence, agonist mode; stronger effect = higher value;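 active = fluorescence rise, raw or as B-score row- and column-corrected plate score, outside the 99.7% band of its plate's samples, either direction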
TNAP act mid DEA: human TNAP activation, intermediate phosphate acceptor; purified TNAP, CDP-star luminescence, 100 mM DEA, 30 min; stronger effect = higher value; scale: 0 levamisole-inhibited, 1 vehicle-only enzyme; 64,000 tested, under 10 active; activation factor at 20 µM; P05186;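 active = activation factor of at least 2 at 20 µM, relative to controls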
S1P3 agonist: agonists of human S1P3 receptor; 60,000 tested, 0.1% active; Q99500; AID 373; S1P3 NFAT-BLA reporter cells, agonism, FRET ratio; relative to 1 µM S1P, basal subtracted; activation, % at 4.5 µM;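 active = activation above the screen-wide mean plus 3 SD, cut at about 4.5% in these data, passing the limit was not always enough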; note: some compounds called inactive have numbers as strong as hits
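Material: Human S1P3 NFAT-BLA reporter CHO cells | Incubation: Overnight plating, 4 h compound 37 °C, 2 h substrate RT | Signal: FRET β-lactamase substrate fluorescence, excitation 405 nm, 460/535 nm emission ratio, background-subtracted | Compound: 4.5 µM final, single dose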
S1P1 ag pot: activates or potentiates agonism at human S1P1 receptor; P21453; S1P1 CRE-bla cells, forskolin, beta-lactamase FRET, potentiator mode; S1P1 agonist co-added at EC20, 2 nM; 100% = saturating reference agonist, 0% = basal; activation, % at 9.5 µM; 56,000 tested, 0.57% active; AID 449;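 active = activation above a cutoff set at the mean activation of all tested compounds plus 3 SD, cut at about 54% in these data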;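 note: forskolin at 4 µM as EC80 and the EC20 agonist is SEW2871; 100% = SEW2871 at its EC100 plus forskolin at EC80; some compounds past the cut are filed as inactive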
E coli RNAP: blocks E. coli RNA polymerase transcription; P0A8V2; fluorescence transcription assay; inhibition, %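 (tested at 10 µM)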; 62,000 tested, 0.2% active; AID 559; in the data active = inhibition above about 20%;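 note: 0% = enzyme without compound and 100% = no enzyme blank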
HEK293 NFkB inh: inhibitors of the PMA/ionomycin-induced NF-kB reporter in HEK293 cells | inhibition, % at 3 µM | 62,000 tested, 0.21% active | HEK-293 NF-kB luciferase reporter, luminescence;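 active = inhibition above the mean of all tested compounds plus 3 SD, cut at about 40% in these data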;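 note: 0% = stimulated DMSO wells and 100% = 10 µM reference inhibitor 5653914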
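Timing: 1 h pretreatment, 16 h stimulation, 37 °C; system: HEK-293 cells with stable firefly luciferase reporter driven by four HIV NF-kB elements; doses: 3 µM once, 0.30% DMSO; measured by: luciferase luminescence; control set: DMSO and 10 µM reference inhibitor; repeats: single test; reagent: PMA plus ionomycin mix as NF-kB-activating stimulus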
D1 mod: D1 dopamine receptor (human) allosteric modulation; B-score at 10 µM; 58,000 tested, 5.9% active; HEK293 D1, CRE-luciferase, dopamine EC30 potentiation; actives deviate in either direction; AID 641;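 active = luminescence count or its row- and column-corrected plate score outside the 99.7% band of the plate's sample wells, on either side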
Target sequence (P21728 whole entry, looked up): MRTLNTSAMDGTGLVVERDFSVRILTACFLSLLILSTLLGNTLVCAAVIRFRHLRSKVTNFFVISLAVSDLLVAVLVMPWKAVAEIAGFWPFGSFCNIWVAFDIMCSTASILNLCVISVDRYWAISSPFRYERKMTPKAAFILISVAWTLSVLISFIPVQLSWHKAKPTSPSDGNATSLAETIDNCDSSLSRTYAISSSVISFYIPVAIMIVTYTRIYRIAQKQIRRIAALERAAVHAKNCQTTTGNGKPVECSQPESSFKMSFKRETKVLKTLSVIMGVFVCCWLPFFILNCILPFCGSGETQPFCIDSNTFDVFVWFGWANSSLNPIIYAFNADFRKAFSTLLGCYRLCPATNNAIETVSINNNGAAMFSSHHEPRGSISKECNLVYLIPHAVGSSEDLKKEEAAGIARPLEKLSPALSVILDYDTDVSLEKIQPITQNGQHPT
An asterisk follows results filed as active.

How did CCOc1ccc(CC2S/C(=N/c3ccccn3)NC2=O)cc1 (configuration not stated) do in these assays?
Jurkat tox 60K: 2.4; M1 antag: 0.0971; M1 ag: -0.299; TNAP act mid DEA: 0.9; S1P3 agonist: -0.8; S1P1 ag pot: 2.3; E coli RNAP: 6.7; HEK293 NFkB inh: 12.4; D1 mod: 2.18

Results for O=C(NC1CCCCC1)C1CCN(S(=O)(=O)c2cccc3cccnc23)CC1 ?
Jurkat tox 60K: -13.0; M1 antag: -0.201; M1 ag: -0.656; TNAP act mid DEA: 1; S1P3 agonist: -1.1; S1P1 ag pot: -11.7; E coli RNAP: 4.0; HEK293 NFkB inh: 4.9

Results for Cc1cc(C(=O)OCC(=O)Nc2cc(C(F)(F)F)ccc2N2CCOCC2)c(C)o1 ?
Jurkat tox 60K: -0.9; M1 antag: -0.294; M1 ag: 0.13; TNAP act mid DEA: 1; S1P3 agonist: 0.0; S1P1 ag pot: -10.9; E coli RNAP: -6.6; HEK293 NFkB inh: 23.4; D1 mod: -0.116

How did Cc1csc(SCC(=O)O)n1 do in these assays?
Jurkat tox 60K: -8.1; M1 antag: 0.682; M1 ag: 0.546; TNAP act mid DEA: 0.9; S1P3 agonist: -0.2; S1P1 ag pot: 4.0; E coli RNAP: 9.7; HEK293 NFkB inh: 15.6; D1 mod: 0.518

Results for COc1ccc(-c2nc3n(n2)C(c2ccncc2)C(C(N)=O)=C(C)N3)cc1 (configuration not stated) ?
Jurkat tox 60K: -1.8; M1 antag: -0.343; M1 ag: 0.601; TNAP act mid DEA: 0.9; S1P3 agonist: 0.0; S1P1 ag pot: 0.4; E coli RNAP: 7.4; HEK293 NFkB inh: 11.6; D1 mod: -0.09

Results for Cc1nn2c3ccccc3nc2n(C)c1=O ?
Jurkat tox 60K: -1.4; M1 antag: 1.11; M1 ag: 0.194; TNAP act mid DEA: 0.8; S1P3 agonist: -0.5; S1P1 ag pot: -26.6; E coli RNAP: 8.2; HEK293 NFkB inh: 12.7; D1 mod: 0.34

How did Cc1cc(C(=O)O)c(=O)[nH]c1C do in these assays?
Jurkat tox 60K: -10.0; M1 antag: 0.87; M1 ag: 0.224; TNAP act mid DEA: 0.9; S1P3 agonist: -0.7; S1P1 ag pot: -18.4; E coli RNAP: 6.4; HEK293 NFkB inh: 8.8; D1 mod: -0.41

What do the screens show for `O=C(Nc1nc(-c2ccccn2)cs1)C1CC1`?
Jurkat tox 60K: 6.1; M1 antag: 0.232; M1 ag: -0.0389; TNAP act mid DEA: 1; S1P3 agonist: 0.6; S1P1 ag pot: -4.5; E coli RNAP: 0.3; HEK293 NFkB inh: -5.6; D1 mod: -0.491

Results for O=C(CN(CC1CCCO1)S(=O)(=O)c1ccc(S(=O)(=O)NC2CC2)cc1)Nc1ccccc1 (configuration not stated) ?
Jurkat tox 60K: 6.0; M1 antag: 0.0134; M1 ag: 0.376; TNAP act mid DEA: 0.8; S1P3 agonist: -0.6; S1P1 ag pot: 23.6; E coli RNAP: 7.4; HEK293 NFkB inh: 11.8; D1 mod: 0.525

What do the screens show for `CC(C)=CCC/C(C)=C/CC/C(C)=N/O`?
Jurkat tox 60K: 0.8; M1 antag: 1.22; M1 ag: 1.88; TNAP act mid DEA: 1; S1P3 agonist: -1.6; S1P1 ag pot: -2.7; HEK293 NFkB inh: 9.1; D1 mod: -0.232

What do the screens show for `COc1ccc(C(=O)Nc2ccc(OC)c(OC)c2)cc1`?
Jurkat tox 60K: 11.0; M1 antag: -0.401; M1 ag: -0.172; TNAP act mid DEA: 0.9; S1P3 agonist: -0.4; S1P1 ag pot: -13.4; E coli RNAP: 2.3; HEK293 NFkB inh: 0.3

How did Cn1ncc(Br)c1C(=O)Nc1ccc(Cl)cn1 do in these assays?
Jurkat tox 60K: 5.0; M1 antag: -0.513; M1 ag: -0.0274; TNAP act mid DEA: 1; S1P3 agonist: -0.1; S1P1 ag pot: -18.8; E coli RNAP: 2.0; HEK293 NFkB inh: 8.4; D1 mod: 0.219

What do the screens show for `O=C(NC1CS(=O)(=O)CC1NCc1ccccc1)c1ccccc1` (configuration not stated)?
Jurkat tox 60K: -7.3; M1 antag: 0.312; M1 ag: -0.739; TNAP act mid DEA: 0.9; S1P3 agonist: -0.2; S1P1 ag pot: -3.3; E coli RNAP: 12.0; HEK293 NFkB inh: 2.2; D1 mod: 0.27

Results for CC(C)c1nnc(NC(=O)CC(=O)Nc2ccccc2C(=O)O)s1 ?
Jurkat tox 60K: -6.2; M1 antag: 1.27; M1 ag: 0.254; TNAP act mid DEA: 1; S1P3 agonist: -0.5; S1P1 ag pot: -12.5; E coli RNAP: 3.5; HEK293 NFkB inh: 13.1; D1 mod: -2.44

How did O=C(NCCC1=CCCCC1)C1CCCN(c2nc3ccccc3o2)C1 (configuration not stated) do in these assays?
Jurkat tox 60K: -8.0; M1 antag: -0.269; M1 ag: 6.79*; TNAP act mid DEA: 0.9; S1P3 agonist: 0.4; S1P1 ag pot: 24.7; E coli RNAP: 14.9; HEK293 NFkB inh: 13.5; D1 mod: -0.86

What do the screens show for `Cc1cc(C)n2c(SCc3cccs3)nnc2n1`?
M1 antag: 0.225; M1 ag: 0.298; HEK293 NFkB inh: 0.6; D1 mod: -0.275

What do the screens show for `CCCc1cc(=O)n2[nH]c(SCc3ccccc3)nc2n1`?
Jurkat tox 60K: -4.9; M1 antag: -0.0721; M1 ag: 0.799; TNAP act mid DEA: 0.9; S1P3 agonist: -0.3; S1P1 ag pot: 18.3; E coli RNAP: 2.0; HEK293 NFkB inh: -3.0

Results for CCOC(=O)N1CCC(N(C(=O)Nc2ccccc2)C(C)CC)CC1 (configuration not stated) ?
Jurkat tox 60K: 3.5; M1 antag: 0.0245; M1 ag: -0.501; TNAP act mid DEA: 0.9; S1P3 agonist: -1.0; S1P1 ag pot: 2.2; E coli RNAP: 1.8; HEK293 NFkB inh: 15.6; D1 mod: -0.334

What do the screens show for `CN(C)c1ccc(NC(=O)Cn2cc3c(n2)CCCC3)cc1`?
Jurkat tox 60K: 1.3; M1 antag: 0.117; M1 ag: 0.0654; TNAP act mid DEA: 0.8; S1P3 agonist: -1.0; S1P1 ag pot: -14.6; E coli RNAP: 2.1; HEK293 NFkB inh: 12.5; D1 mod: -0.755

What do the screens show for `O=C(NCc1ccco1)c1nn(-c2ccccc2)c(=O)c2ccccc12`?
Jurkat tox 60K: 2.1; M1 antag: 0.0536; M1 ag: 0.0513; TNAP act mid DEA: 0.9; S1P3 agonist: 6.8; S1P1 ag pot: -51.4; E coli RNAP: 0.4; HEK293 NFkB inh: 14.5; D1 mod: 5.21*

Results for C=CCOc1cccc(C2c3c(oc4ccc(F)cc4c3=O)C(=O)N2CCCN2CCOCC2)c1 (configuration not stated) ?
Jurkat tox 60K: -1.5; M1 antag: 0.963; M1 ag: -1.63; TNAP act mid DEA: 1; S1P3 agonist: -0.8; S1P1 ag pot: -6.6; E coli RNAP: 7.5; HEK293 NFkB inh: -0.3; D1 mod: 0.034

Results for CN(C)c1ccc(C2=NOC(CN3C(=O)c4ccccc4S3(=O)=O)C2)cc1 (configuration not stated) ?
Jurkat tox 60K: 4.5; M1 antag: 0.0726; M1 ag: 0.313; TNAP act mid DEA: 0.9; S1P3 agonist: -1.2; S1P1 ag pot: 1.4; HEK293 NFkB inh: -35.8; D1 mod: -5.72*

What do the screens show for `Cc1nc(N2CCN(S(=O)(=O)c3cccc4nonc34)CC2)c2c3c(sc2n1)CCCC3`?
Jurkat tox 60K: 2.0; M1 antag: 0.0556; M1 ag: 0.948; TNAP act mid DEA: 0.9; S1P3 agonist: -0.5; S1P1 ag pot: -3.6; E coli RNAP: 3.1; HEK293 NFkB inh: 14.3; D1 mod: 0.619

What do the screens show for `Cc1cccc(N2C(N)=NC(N)=NC23CCCCC3)c1`?
Jurkat tox 60K: 1.4; M1 antag: -0.441; M1 ag: 0.266; TNAP act mid DEA: 1; S1P3 agonist: 1.5; S1P1 ag pot: -9.7; E coli RNAP: 5.5; HEK293 NFkB inh: 0.4; D1 mod: -1.94

How did CCOc1cc(N2CCOCC2)c(OCC)cc1NC(=O)c1ccc(=O)n(Cc2ccccc2)n1 do in these assays?
Jurkat tox 60K: 4.2; M1 antag: 0.159; M1 ag: -0.363; TNAP act mid DEA: 0.7; S1P3 agonist: 0.1; S1P1 ag pot: 9.5; E coli RNAP: 7.5; HEK293 NFkB inh: 15.0; D1 mod: -0.71

What do the screens show for `N#CCSc1nc2cc(C(=O)N3CCCC3)ccc2c(=O)n1Cc1ccccc1`?
Jurkat tox 60K: 3.5; M1 antag: -0.0801; M1 ag: 0.673; TNAP act mid DEA: 0.9; S1P3 agonist: 0.3; S1P1 ag pot: -22.5; E coli RNAP: 0.6; HEK293 NFkB inh: 17.1

How did C=CCn1cnc2c(c1=O)c1nc3ccccc3nc1n2Cc1ccccc1 do in these assays?
Jurkat tox 60K: 0.6; M1 antag: -0.33; M1 ag: -0.161; TNAP act mid DEA: 0.9; S1P3 agonist: -0.4; S1P1 ag pot: -8.9; E coli RNAP: -0.9; HEK293 NFkB inh: 2.3; D1 mod: 0.626

How did COc1ccc(C2C(C(=O)Nc3ccccn3)=C(C)Nc3ncnn32)c(OC)c1 (configuration not stated) do in these assays?
Jurkat tox 60K: -2.3; M1 antag: -1.15; M1 ag: 0.04; TNAP act mid DEA: 0.9; S1P3 agonist: -0.8; S1P1 ag pot: -4.3; E coli RNAP: 1.4; HEK293 NFkB inh: 3.4; D1 mod: -0.686

Results for CN1CCN(c2nc3nonc3nc2N2CCN(C)CC2)CC1 ?
Jurkat tox 60K: -3.5; M1 antag: 0.325; M1 ag: -0.175; TNAP act mid DEA: 0.8; S1P3 agonist: -1.0; S1P1 ag pot: -15.0; E coli RNAP: 8.5; HEK293 NFkB inh: -0.1; D1 mod: 0.535

How did O=C(CCC1CCCC1)N1CCN(C(=O)COc2ccccc2)CC1 do in these assays?
Jurkat tox 60K: -2.7; M1 antag: -0.311; M1 ag: 0.435; TNAP act mid DEA: 0.9; S1P3 agonist: -1.6; S1P1 ag pot: -34.6; E coli RNAP: 6.0; HEK293 NFkB inh: 11.0; D1 mod: -1.58

What do the screens show for `COc1ccc(S(=O)(=O)Cc2ccc(C(=O)N3CCCC3)o2)cc1`?
Jurkat tox 60K: 5.3; M1 antag: 0.397; M1 ag: 0.241; TNAP act mid DEA: 1; S1P3 agonist: -0.3; S1P1 ag pot: 8.8; E coli RNAP: 1.3; HEK293 NFkB inh: 18.6; D1 mod: -0.357

How did O=C(CC(Nc1ccccc1)C(=O)O)c1ccccc1 (configuration not stated) do in these assays?
M1 antag: -0.198; M1 ag: 0.101; TNAP act mid DEA: 0.8; E coli RNAP: 8.4; HEK293 NFkB inh: -26.7

What do the screens show for `COC(=O)c1cccc2c1-c1ccccc1/C2=N/O`?
Jurkat tox 60K: 3.7; M1 antag: 0.427; M1 ag: 0.926; TNAP act mid DEA: 0.8; S1P3 agonist: -0.6; S1P1 ag pot: 40.5; E coli RNAP: 6.6; HEK293 NFkB inh: -2.5; D1 mod: -0.268
